Source: PubChem (several laboratories)
T cell HTS: modulates CD8 T cell binding to vesicles. 2C CD8+ T cell-vesicle binding, flow cytometry; stronger effect = lower value. calls only at 7 µM. hit rate 0.068% among 330,000;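 active = response, share of CD8 T cells binding vesicles, and their 90th percentile fluorescence all below set limits, cut at about 80% in these data, passing the limit was not always enough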
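Benchmarks: naked versus QL9-loaded vesicles / Assay system: purified 2C TCR transgenic mouse naive CD8+ T cells / Technique: high-throughput flow cytometry with anti-B7-1 and anti-CD8 staining / Timing: Cell–vesicle co-incubation 1.5 h at 37 °C, staining 20 min on ice / Read-out: percent CD8+ FL2 mean versus row control / Probe or stimulus: QL9-loaded Drosophila micro-vesicles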
RSV CPE inhibition: inhibition of RSV-induced cytopathic effect – HEp-2 cells, primary 10 µM value included (AID 2391); HEp-2 cells, RSV-induced CPE inhibition; higher % means a stronger effect; one-dose CPE inhibition, % at 10 µM; IC50 in µM for titrated hits; hit rate 0.13% among 310,000; in the data active = a potency from the dose series; inconclusive = CPE inhibition mostly from about 23% at the one dose, without a potency; inactive = the rest, 99 in 100 with CPE inhibition below about 21%; note: strong numbers were not always called active
West Nile antiviral: inhibition of WNV-induced cytopathic effect – cell-based, CPE readout (AID 1621) | West Nile virus-infected cells, CPE inhibition; higher % means a stronger effect | CPE inhibition, % at 10 µM, or IC50 in µM where a hit was titrated | hit rate 0.02% among 290,000; in the data active = a potency from the dose series; inconclusive = CPE inhibition mostly from about 3.7% at the one dose, without a potency; inactive = the rest, 99 in 100 with CPE inhibition below about 2.2%; note: strong numbers were not always called active
NTR1 ag: NTR1-driven beta-arrestin-GFP spot formation – imaging, U2OS cells, high content, primary screen (AID 493036); P30989; agonist mode; activation, % at 20 µM; hit rate 0.17% among 330,000;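 active = activation at or above 40% of the spot to cytoplasm intensity ratio, with at least 20 cells analyzed; inconclusive = wells under 20 cells, flagged as cytotoxic or low count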;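 note: 0% = DMSO without peptide and 100% = 100 nM NTR1 peptide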
Target sequence (P30989 whole entry, looked up): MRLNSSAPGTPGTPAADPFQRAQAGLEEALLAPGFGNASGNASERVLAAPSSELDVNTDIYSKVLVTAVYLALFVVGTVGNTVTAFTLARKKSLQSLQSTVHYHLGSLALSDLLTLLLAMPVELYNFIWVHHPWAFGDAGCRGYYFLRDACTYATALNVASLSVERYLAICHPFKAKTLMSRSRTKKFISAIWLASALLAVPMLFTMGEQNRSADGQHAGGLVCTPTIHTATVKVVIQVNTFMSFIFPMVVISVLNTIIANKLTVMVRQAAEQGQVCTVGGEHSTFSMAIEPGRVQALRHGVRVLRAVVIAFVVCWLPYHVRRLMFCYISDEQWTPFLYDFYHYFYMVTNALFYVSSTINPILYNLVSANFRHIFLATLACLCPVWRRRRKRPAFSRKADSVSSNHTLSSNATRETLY
PhoP inhibition: inhibitors of PhoP regulon expression, primary screen, Salmonella Typhimurium, GFP reporter (AID 1863); inhibition, % at 50 µM; hits with a dose series show IC50 in µM; S. Typhimurium PhoP-regulated promoter GFP reporter, 4 h; higher % means a stronger effect; hit rate 0.16% among 300,000;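 active = inhibition over 29.93%, a cutoff 3 SD above the screen mean, later confirmed by dose response; inconclusive = inhibition over 29.93% but no dose response follow-up; inactive = inhibition at most 29.93% or unconfirmed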;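 note: 0% = low Mg2+ inducing control and 100% = high Mg2+ repressing control; strong numbers were not always called active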
MgcRacGAP inhibition: MgcRacGAP GTPase-activating activity inhibitors, confirmation, biochemical, ADP Hunter fluorescence; hit rate 0.6% among 340,000; one-dose inhibition, % at 30 µM; IC50 in µM for titrated hits; MgcRacGAP-stimulated Rac1 GTP hydrolysis, ADP Hunter fluorescence; higher % means a stronger effect; GST-tagged Rac1 F28L mutant substrate;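 active = first-screen hits whose inhibition reached a set limit at any dose in the follow-up dose series; inconclusive = inhibition above the set first-screen limit but never retested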;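 note: fluorescence reports GDP produced by GAP-driven GTP hydrolysis; strong numbers were not always called active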
SV40 large T antigen: TAg ATPase/helicase activity blockers – biochemical (AID 1903); SV40 large T antigen ATPase/helicase inhibition assay; higher % means a stronger effect; inhibition, % at 20 µM; hits with a dose series show IC50 in µM; hit rate 0.39% among 310,000; in the data active = a potency from the dose series; inconclusive = inhibition mostly from about 32% at the one dose, without a potency; inactive = the rest, 99 in 100 with inhibition below about 32%; note: strong numbers were not always called active
UTI89 phage lysis: inhibition of K1F phage lysis, E. coli UTI89, bacterial capsule biogenesis inhibitors, alamar blue (AID 488966). E. coli UTI89 K1F phage lysis, alamar blue, 2 h; higher % means a stronger effect. one-dose inhibition, % at 100 µM; IC50 in µM for titrated hits. hit rate 0.02% among 340,000;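 active = phage lysis inhibition, versus mean bacterial control, above a set limit; inconclusive = no clear call, values can overlap the other calls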;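 note: capsule biogenesis inhibitors block K1F phage lysis so surviving cells raise fluorescence; higher fluorescence means more inhibition of phage lysis; actives were called in the ten point dose series up to 300 µM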
Dengue-2 NS5 capping: flavivirus cap methylation enzyme inhibition – biochemical, confirmation dose response, primary screen (AID 588689) | Dengue-2 NS5 methyltransferase capping enzyme assay, biochemical; higher % means a stronger effect | inhibition, % at 25 µM, or IC50 in µM where a hit was titrated | hit rate 0.3% among 340,000; in the data active = a potency from the dose series; inconclusive = inhibition above about 29% without an active follow-up result
T cell HTS vesicle-bound %: further read-out of T cell HTS, marked with its call; double positive events, %; measured here: CD8+ vesicle-bound cell fraction;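 binding gate set so that unloaded-vesicle control wells show 10% double positive cells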
NTR1 ag cell count 20 µM: recorded beside NTR1 ag, whose call it bears; cell count; measured here: cell count, cytotoxicity flag
Dengue-2 NS5 capping pilot replicate: second read-out of Dengue-2 NS5 capping, no call of its own (marks repeat the call); inhibition, %; measured here: pilot screen replicate inhibition
The depositor's hits bear a star; i = inactive; ? = inconclusive; / = no result given; [ ] = remark or other dose. Outcome played no part in choosing rows, and some 1.5% of all compounds hit somewhere here.

SMILES | T cell HTS | T cell HTS vesicle-bound % | RSV CPE inhibition | West Nile antiviral | NTR1 ag | NTR1 ag cell count 20 µM | PhoP inhibition | MgcRacGAP inhibition | SV40 large T antigen | UTI89 phage lysis | Dengue-2 NS5 capping | others
CCS(=O)(=O)N1CCCC(c2nc(-c3cccc(OC)c3)no2)C1 (stereo not given) | i | 12 | 2.5% | -1.4% | 1.7 | 66 | -3% | 7% | 3% | 6.7% | -2%
NS(=O)(=O)c1ccc(CCNC(=O)CNC(=O)c2ccc(Oc3ccccc3)cc2)cc1 | i | 28 | 1.6% | -0.5% | -1.4 | 42 | -3% | 5% | 13% | 0.3% | -5%
O=c1nc2n(c3ncccc13)CCCCC2 | i | 29 | 0.1% | -0.1% | -0.1 | 59 | 3% | 6% | 15% | 0.2% | -5%
CCc1ccccc1NC(=O)NCc1ccc2c(c1)OCO2 | i | 5 | 0.1% | -0.1% | -0.6 | 63 | 5% | 6% | 3% | 0.0% | 1%
CC1CCN(CCOCCOc2ccccc2Br)CC1 | i | 53 | 0.5% | 0.7% | 0.1 | 89 | 6% | 19% | -2% | 0.0% | -1%
O=C(COc1cccc(-n2cnnn2)c1)NCCC1=CCCCC1 | i | 63 | 2.3% | 0.4% | 0.6 | 66 | 2% | 3% | 14% | -0.4% | 2%
COc1ccc(/C=C/C(=O)c2ccc[nH]2)cc1OC | i | 15 | 3.0% | 0.0% | 2.7 | 77 | -9% | 4% | 7% | 0.1% | -8%
CC(=O)c1cccc(N2C(=O)Nc3ccccc3N2O)c1 | i | 66 | 2.0% | 0.7% | 0.0 | 92 | -4% | 8% | 20% | 0.2% | -4%
Cc1cc(Oc2ccccc2)nc(-c2ccccc2O)n1 | i | 40 | 1.0% | 0.9% | 3.3 | 19 | -10% | 15% | 0% | -0.2% | 4%
Cc1ccccc1SCC(=O)NCC(c1ccc(F)cc1)N1CCOCC1 (stereo not given) | i | 55 | / | / | 1.1 | 61 | / | 8% | / | 0.2%[50 µM] | 4%
CCN(CC)C(=O)N1c2ccccc2CC(N(CC)CC)c2ccccc21 (stereo not given) | i | 22 | 1.5% | -0.5% | 3.1 | 39 | -7% | 12% | 4% | 0.4% | 10%
CCCCOP(=O)(c1ccc(N(C)C)cc1)C(O)c1ccc(OC)cc1 (stereo not given) | i | 25 | -0.3% | -0.8% | -1.1 | 85 | 7% | 10% | 3% | -1.3%[50 µM] | -6%
Cc1ccc(S(=O)(=O)N(C)C)cc1NC(=O)c1cc(S(=O)(=O)N2CCCCC2)ccc1N1CCOCC1 | / | / | / | / | 2.1 | 48 | / | 6% | / | -1.0% | -6%
CC(C)(C)N(Cc1ccccc1)C(=O)COC(=O)c1ccc(N2CCCC2=O)cc1 | i | 34 | / | / | 2.5 | 62 | / | 2% | / | 4.9% | -8%
CCN1CCc2nc3ccccc3c(C(=O)Nc3ccc(NC(C)=O)cc3)c2C1 | i | 19 | -0.6% | -0.2% | 1.4 | 52 | -1% | 14% | 14% | 0.0%[50 µM] | -2%
CCOC(=O)C1=C(COC(=O)COc2ccccc2OCC)NC(=O)NC1C (stereo not given) | i | 51 | -0.7% | / | 1.3 | 60 | -1% | 3% | 9% | 1.2%[50 µM] | -4%
CCN(Cc1nc(-c2cccc(Cl)c2)no1)CC1CCCO1 (stereo not given) | i | 49 | 2.1% | -1.2% | 2.7 | 41 | -8% | 8% | 5% | -0.7% | 0%
S=c1[nH]c2ccccc2n1Cc1ccccc1 | i | 51 | 9.1% | -0.7% | 1.1 | 55 | -3% | 3% | 5% | 0.0% | -14% | Dengue-2 NS5 capping pilot replicate=-2.8
Cc1nc2sc(C(c3ccco3)N3CCC(Cc4ccccc4)CC3)c(O)n2n1 (stereo not given) | i | 20 | 1.3% | -0.1% | -1.6 | 56 | -1% | 12% | 15% | 4.6% | -7%
Cc1cc(C(=O)COC(=O)C2=NNC(=O)CC2)c(C)n1-c1ccccc1 | i | 22 | 16% | 0.0% | 3.5 | 92 | 7% | 8% | 16% | 13% | 5%
COc1ccc(N(CC(=O)Nc2cccc(C(C)=O)c2)S(=O)(=O)c2ccc(NC(C)=O)cc2)cc1 | i | 40 | 0.7% | 0.6% | 1.5 | 59 | 4% | 4% | 8% | 0.2% | -9%
CCC1(c2ccccc2)NC(=O)N(CC(=O)Nc2ccc(N3CCOCC3)cc2)C1=O (stereo not given) | i | 49 | / | / | 0.7 | 52 | / | 6% | / | 0.4%[50 µM] | -3%
N=C1SCC(=O)N1c1ccc(Cl)cc1 | i | 47 | 9.3% | 0.0% | 0.3 | 47 | 3% | 12% | 3% | -0.1% | -3%
C/C=C(\C)CN1CCN(c2ccccc2F)CC1 | i | 50 | 0.1% | 0.8% | -1.0 | 59 | 10% | 11% | -1% | 11% | -3%
CC(CC#CCN1CCOCC1)OCCC#N (stereo not given) | i | 18 | 1.1% | 0.2% | -1.4 | 48 | -2% | 1% | -4% | 0.1% | 0%
COc1ccc(CNC(=O)CN(Cc2ccco2)C(=O)CNS(=O)(=O)c2ccc(F)cc2)cc1 | i | 52 | 0.1% | -0.5% | 1.9 | 51 | 0% | 5% | 4% | -0.2% | -15%
Cc1noc(C)c1COc1cccc(C(=O)OC(C)C#N)c1 (stereo not given) | i | 44 | -2.0% | -0.8% | 1.9 | 41 | 5% | -1% | 8% | -0.2% | -2%
CCOC(=O)Cn1cc(C#N)c2ccccc21 | i | 10 | -0.5% | -0.3% | 2.0 | 57 | -1% | -8% | 11% | -1.1% | 1%
CC(CNC(=O)c1cc(COc2c(F)cccc2F)on1)Oc1cccnc1 (stereo not given) | i | 11 | 17% | 0.6% | -0.5 | 73 | 6% | 5% | 8% | 0.3% | -12%
COc1c(O)cc2oc(-c3ccc(O)c(O)c3)cc(=O)c2c1O | / | / | 11% | 1.0% | -0.7 | 47 | 1% | ? | ? | 1.4% | -3%

Continued, overlapping the part above by 5 compounds.
SMILES | T cell HTS | T cell HTS vesicle-bound % | RSV CPE inhibition | West Nile antiviral | NTR1 ag | NTR1 ag cell count 20 µM | PhoP inhibition | MgcRacGAP inhibition | SV40 large T antigen | UTI89 phage lysis | Dengue-2 NS5 capping | others
COc1ccc(CNC(=O)CN(Cc2ccco2)C(=O)CNS(=O)(=O)c2ccc(F)cc2)cc1 | i | 52 | 0.1% | -0.5% | 1.9 | 51 | 0% | 5% | 4% | -0.2% | -15%
Cc1noc(C)c1COc1cccc(C(=O)OC(C)C#N)c1 (stereo not given) | i | 44 | -2.0% | -0.8% | 1.9 | 41 | 5% | -1% | 8% | -0.2% | -2%
CCOC(=O)Cn1cc(C#N)c2ccccc21 | i | 10 | -0.5% | -0.3% | 2.0 | 57 | -1% | -8% | 11% | -1.1% | 1%
CC(CNC(=O)c1cc(COc2c(F)cccc2F)on1)Oc1cccnc1 (stereo not given) | i | 11 | 17% | 0.6% | -0.5 | 73 | 6% | 5% | 8% | 0.3% | -12%
COc1c(O)cc2oc(-c3ccc(O)c(O)c3)cc(=O)c2c1O | / | / | 11% | 1.0% | -0.7 | 47 | 1% | ? | ? | 1.4% | -3%
COCCNC(=O)NC(=O)COC(=O)Cc1ccc2c(c1)OCCO2 | i | 18 | -0.2% | -0.2% | -1.3 | 67 | 7% | -2% | 8% | -0.3% | -8% | Dengue-2 NS5 capping pilot replicate=-1.5
N#CCCN1CCN(Cn2c3ccccc3c3ccccc32)CC1 | i | 31 | -0.2% | 1.3% | -0.4 | 49 | 12% | 11% | 5% | -0.2% | 2%
Cc1ccc(C)c(S(=O)(=O)N2CCN(C(=O)C3CCN(c4ncnc5sc(C)c(C)c45)CC3)CC2)c1 | i | 26 | 7.1% | / | 5.8 | 48 | -1% | 9% | 28% | 1.0%[50 µM] | 6%
O=C(CCC1CCCC1)NCCCNC(=O)CCC1CCCC1 | i | 10 | 2.0% | -0.3% | 0.1 | 59 | 5% | 1% | 3% | 0.1% | -5%
CCCSc1nnc(N)s1 | i | 42 | 2.1% | 0.5% | 0.5 | 62 | 3% | 2% | 15% | 0.3% | -4%
O=C(N/N=C/c1cn(-c2ccccc2)nc1-c1cccnc1)c1ccccc1 | i | 48 | 0.6% | -0.1% | 2.6 | 47 | 0% | 6% | 21% | -0.2% | -6%
CCOC(=O)C1=C(C)N(CCCC(=O)O)C(=O)NC1c1ccccc1OS(=O)(=O)c1ccc([N+](=O)[O-])cc1 (stereo not given) | i | 23 | 1.9% | 1.3% | 2.7 | 102 | / | 11% | 9% | 1.1% | -2%
O=C(C1CC(=O)N(c2ccc3c(c2)OCCO3)C1)N1CCN(c2ccccc2)CC1 (stereo not given) | i | 2 | -1.3% | 0.3% | -0.5 | 59 | 1% | 6% | 0% | 0.3% | -6%
Cc1ccc(NC(=O)C(C)OC(=O)Cn2[nH]c(=O)c3ccccc3c2=O)cc1 (stereo not given) | i | 22 | -1.5% | / | 0.5 | 61 | -10% | 1% | 5% | 0.1%[50 µM] | 5%
CC1Sc2ccc(C(=O)Nc3ncccc3O)cc2NC1=O (stereo not given) | i | 28 | -1.5% | / | -0.6 | 52 | -2% | 6% | 24% | 0.3%[50 µM] | -3%
COc1cccc2cc(C(=O)OC(C)C(=O)c3ccc(C)cc3)c(=O)oc12 (stereo not given) | i | 58 | 1.0% | -0.3% | -0.1 | 50 | -7% | 9% | -4% | 0.1% | -9%
Cc1[nH]c(=O)c(C#N)c(C)c1Br | i | 18 | 5.8% | -0.4% | -0.7 | 46 | -10% | 3% | 11% | -2.0% | 0%
CCCN1CCC(=O)N([C@H](CSc2ccc(C)cc2)c2ccccc2)CC1 | i | 12 | -3.1% | -0.9% | -1.7 | 103 | 1% | 5% | 15% | -0.3% | 1%
Cc1cc(C(=O)OCC(=O)N2CC(=O)Nc3ccccc32)c(C)n1-c1ccccc1 | i | 49 | 6.7% | -0.7% | -0.8 | 49 | 19% | 8% | 6% | ? | 2%
